Screening data deposited in PubChem BioAssay by several laboratories.
V-ATPase pHluor = regulators of yeast V-ATPase proton pumping, primary screen, pHLuorin cytosolic pH fluorescence | AID 504577, 2011 | S. cerevisiae | response, % at 10 µM | actives 0.37% (n = 350,000); in the data active = response mostly above about 7.3%, no sharp cut-off; inactive = mostly below about 5.4%; also: actives read high; inactives centre near 0; some compounds called inactive have numbers as strong as hits; reference of the scale not given here
HTR5A inv ag = HTR5A inverse agonists in luminescence cell assay, primary screen, counter-screen for OPRM1-OPRD1 heterodimer inverse agonist project, full-deck HTS. HTR5A cell line, inverse agonism. AID 504634, 2011. inhibition, % at 9.3 µM. actives 0.083% (n = 340,000); in the data active = inhibition mostly above about 23%, no sharp cut-off; inactive = mostly below about 18%;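 also: 0% = cells with DMSO and 100% = no-cell wells with DMSO; some compounds called inactive have numbers as strong as hits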
Target sequence (P47898 whole entry, looked up): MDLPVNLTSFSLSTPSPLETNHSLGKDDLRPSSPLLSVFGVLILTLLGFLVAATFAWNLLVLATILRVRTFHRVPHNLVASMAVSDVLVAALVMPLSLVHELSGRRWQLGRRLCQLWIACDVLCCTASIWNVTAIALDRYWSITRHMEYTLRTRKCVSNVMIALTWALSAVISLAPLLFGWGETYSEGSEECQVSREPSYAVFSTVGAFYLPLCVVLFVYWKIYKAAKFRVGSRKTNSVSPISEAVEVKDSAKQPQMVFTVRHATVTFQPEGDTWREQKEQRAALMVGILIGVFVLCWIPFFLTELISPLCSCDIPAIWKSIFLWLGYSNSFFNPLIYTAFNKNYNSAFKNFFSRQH
Arrestin-AP2 inh = inhibitors of beta-arrestin/AP2 binding, primary screen, biochemical, GPCR trafficking, flow cytometry. inhibition, % at 10 µM. actives 0.31% (n = 340,000). FITC-arrestin peptide / GST-AP2 beads; AP2 beta2 appendage carries R879A mutation;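 active = inhibition above a set limit, near 3 SD of compounds lacking own fluorescence, cut at about 54% in these data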;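 also: plate controls were DMSO wells for no effect and 5 µM unlabelled arrestin peptide for full effect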
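Measured by: flow cytometry, FL1 (488/535 nm); Material: AP2 appendage R879A on GSH beads; Evaluation: percent response; Timing: pre-incubation 12 min, peptide binding 1 h, room temperature; Also added: 50 nM FITC-arrestin peptide; Medium: PBS with 0.05% Tween 20 and 0.1% BSA.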
PKA-R2B act = activators of PKA-R2B holoenzyme, primary screen, biochemical, fluorescence polarization, Cy5-IP20, human. PKA-R2B holoenzyme dissociation; R2B truncated from residue 108, S112A mutant; 0% DMSO only, 100% 113 µM cGMP. activation, % at 11.4 µM. actives 0.079% (n = 340,000). AID 504700, 2011;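 active = activation above a cutoff set at the mean over all compounds plus 3 SD, cut at about 18% in these data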;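 also: higher means more holoenzyme dissociation and a rise in polarization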
Target sequence (P31323 whole entry, looked up, other chains not shown, the tested form may be a part): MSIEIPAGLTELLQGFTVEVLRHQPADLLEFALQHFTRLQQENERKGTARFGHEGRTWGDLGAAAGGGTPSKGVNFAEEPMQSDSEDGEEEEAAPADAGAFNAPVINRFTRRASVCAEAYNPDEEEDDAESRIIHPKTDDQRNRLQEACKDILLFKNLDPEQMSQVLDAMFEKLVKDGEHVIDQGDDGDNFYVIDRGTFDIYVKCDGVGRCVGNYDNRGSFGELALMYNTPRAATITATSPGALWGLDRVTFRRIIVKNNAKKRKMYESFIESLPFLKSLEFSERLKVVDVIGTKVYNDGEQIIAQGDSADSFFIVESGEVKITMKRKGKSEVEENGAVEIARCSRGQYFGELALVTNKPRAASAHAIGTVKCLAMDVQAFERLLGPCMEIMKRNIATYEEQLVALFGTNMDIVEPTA
OPRM1-OPRD1 inv = inverse agonists of MOR-DOR heterodimerization, primary screen, cell-based, luminescence | cell-based MOR-DOR heterodimer luminescence, inverse agonism | inhibition, % at 9.3 µM | actives 0.21% (n = 340,000); in the data active = inhibition above about 22%, passing the limit was not always enough;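 also: 0% = cells with DMSO and 100% = wells without cells with DMSO; values of inactives mirror those of a sister screen read the other way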
Pemphigus Ab inh = inhibitors of pemphigus antibody binding to DSG3, primary screen, biochemical, bead-based, flow cytometry, scFv-GFP | Desmoglein-3 (Homo sapiens), P32926 | DSG3-coupled beads, scFv-anti-DSG3-GFP binding; hits give low values | binding (percent of control), % at 10 µM | actives 0.48% (n = 310,000) | AID 588358, 2011;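 active = binding more than 3 SD below its plate's average and above zero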;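 also: hits lower antibody fragment binding to DSG3; some compounds called inactive have numbers as strong as hits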
HTR5A ag ctr = HTR5A agonists in luminescence cell assay, primary screen, counter-screen for OPRM1-OPRD1 heterodimer agonist project, full-deck HTS. 5-hydroxytryptamine receptor 5A (Homo sapiens), P47898. cell-based. activation, % at 9.3 µM. actives 0.61% (n = 340,000); in the data active = activation mostly above about 9.5%, no sharp cut-off; inactive = mostly below about 7.6%;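 also: 0% = cells with vehicle only and 100% = reference agonist; strong numbers were not always called active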
MOR-DOR ag = agonists of OPRM1-OPRD1 heterodimerization, primary screen, cell-based, luminescence; Mu-type opioid receptor (Homo sapiens) + Delta-type opioid receptor (Homo sapiens), …; cells; activation, % at 9.3 µM; actives 0.3% (n = 340,000); in the data active = activation above about 18%;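 also: 0% = vehicle-treated cells and 100% = reference agonist; values of inactives mirror those of a sister screen read the other way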
DAGLB inhibitor = DAGLB lipase inhibitors, primary screen, biochemical, fluorescence, HTS. AID 504411, 2011. HEK293T DAGLB membrane lysate, EnzChek fluorogenic substrate. inhibition, % at 5.17 µM. actives 0.059% (n = 340,000). Diacylglycerol lipase-beta (Homo sapiens), Q8NCG7; in the data active = inhibition above about 34%;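 also: 0% = enzyme with vehicle and 100% = wells lacking enzyme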
PKA-R1A act = activators of PKA-R1A holoenzyme, primary screen, biochemical, fluorescence polarization, Cy5-IP20, bovine R1A, mouse PKAc; actives 0.083% (n = 340,000); activation, % at 11.4 µM; PKA-R1A dissociation; scaled: DMSO 0%, 113 µM cGMP 100%;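 active = percent activation above the mean of all tested compounds plus 3 SD, cut at about 19% in these data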;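 also: higher means more PKAc released from R1A so a rise in polarization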
* marks the source's active call; other numbers are inactive results; x = no result given.

Values run as follows: PKA-R1A act	HTR5A inv ag	V-ATPase pHluor	Arrestin-AP2 inh	HTR5A ag ctr	Pemphigus Ab inh	PKA-R2B act	MOR-DOR ag	OPRM1-OPRD1 inv	DAGLB inhibitor
1: Cc1ccc(S(=O)(=O)NCCOc2nc(N(C)C)nc(N3CCOCC3)n2)cc1
  -3	9	-1	25	0	x	-3	-1.1	7	-1
2: CN(C(=O)c1cccc(NC(=O)Cc2ccc(NC(=O)C3CCCN(C(=O)C4CCC4)C3)cc2)c1)C1CCCC1 (configuration not stated)
  -6	-3	3	40	1	102	4	-0.6	3	-4
3: C=CCNc1ncnc2c1ncn2C1OC(CO)C(O)C1O (configuration not stated)
  9	-11	1	12	1	95	-1	0.1	-1	2
4: Cc1cc(C)cc(-n2c(SCC(=O)NCc3ccc4c(c3)OCO4)nc3ccccc3c2=O)c1
  -2	27	-7	-2	1	78	5	-1.5	7	-1
5: Cc1ccc(-c2nc(CS(=O)(=O)CC(=O)NC3CCCCC3C)c(C)o2)cc1 (configuration not stated)
  -2	-17	-9	4	6	97	6	1.1	-6	-2
6: CCn1c(SCC(=O)Nc2ccc3c(c2)OCO3)nnc1-c1cnccn1
  -4	25	5	-1	-2	100	-11	-1.4	8	0
7: COc1cc(/C=C2\SC(=S)N(C(Cc3ccccc3)C(=O)O)C2=O)ccc1O (configuration not stated)
  1	23	1	32	1	93	-1	-3.3	17	7
8: O=C(/C=C/c1ccccc1)c1ccc2ccccc2c1
  -5	1	-2	11	0	96	7	-0.4	2	-4
9: O=C(Nc1cccc(S(=O)(=O)N2CCOCC2)c1)c1ccc(Cl)nc1
  -4	-1	8	-11	0	106	-1	1.7	-7	-2
10: CCOC(=O)N1CCN(CC(=O)Nc2cccc(Br)c2)CC1
  1	-15	-2	6	-7	103	-8	-0.3	2	0
11: FC(F)(F)c1cccc(-c2noc(CN3CCOCC3)n2)c1
  10	-14	-2	-4	1	88	0	-2.5	15	-2
12: c1ccc(OCCOc2cccc3cccnc23)cc1
  -4	-10	2	-7	3	101	-2	-2.4	13	-28
13: C/C(=N\NC(=O)c1ccc(=O)[nH]n1)c1cccnc1
  -9	-25	5	19	-2	134	-14	-1.5	8	-2
14: O=C1C=C(c2cccc(Cl)c2)C[C@@H](c2ccc(F)cc2)C1
  -11	7	0	5	7	103	-7	5.0	-28	-13
15: CCCc1ccc(O)c(N=Cc2cc(Br)cc(OCC)c2O)c1
  5	-1	0	2	8	106	5	5.0	-23	9
16: O=S(=O)(c1ccc(SCCOc2ccccc2Cl)nc1)N1CCCC1
  -14	22	-4	-29	5	103	-7	0.1	0	-9
17: Cc1ccc2cc(C)c(SCC#N)nc2c1
  0	3	-1	-2	0	98	-1	2.7	-15	-12
18: CN1CCN(c2ccc([N+](=O)[O-])cc2C(=O)c2ccccc2)CC1
  -3	21	-1	3	-2	108	-10	-1.3	7	3
19: CCc1cc(C(=O)NNC(=S)Nc2cc(C)ccc2C)cs1
  7	-3	0	3	1	112	13	-2.6	12	-3
20: O=S(=O)(c1ccccc1)c1cnc(-c2ccccc2)nc1N1CCCC1
  -3	15	-1	14	2	100	-11	-1.0	5	-3
21: Cc1cc(NC(=O)c2cc(-c3ccccc3Cl)nc3ccccc23)no1
  6	5	2	5	-2	106	-6	0.9	-5	-1
22: Cc1ccc(Cl)cc1NC(=O)CC(O)(C(F)(F)F)C(F)(F)F
  -13	-4	-3	9	6	99	-7	7.5	-43	-2
23: COc1cccc(/C=N/NC(=O)c2cnccn2)c1OC
  14	12	3	0	-5	x	1	-2.9	14	-4
24: CCCCn1c(SCC(=O)c2ccccc2)nc2c1c(=O)[nH]c(=O)n2C
  -11	-5	1	6	2	x	7	2.3	-10	0
25: C[C@H]1CCCCO[C@H](CN(C)Cc2ccc(C(=O)O)cc2)[C@@H](C)CN([C@@H](C)CO)C(=O)c2cc(NS(=O)(=O)c3cn(C)cn3)ccc2O1
  6	x	-4	x	x	x	-6	x	x	-2
26: C=CCn1c(SCC(=O)NC2CCCC2)nnc1-c1ccccn1
  -9	-14	-1	11	1	97	-3	0.3	-1	-5
27: N#Cc1c(F)cccc1NCc1cccs1
  -1	-7	0	-22	-6	x	1	-2.5	12	-1
28: COc1ccccc1N1CCN(C(=O)c2c(-c3ccccc3Cl)noc2C)CC1
  -15	-13	1	9	0	106	8	-1.3	6	-2
29: CN(CC(=O)Nc1cccc(Cl)c1)S(=O)(=O)/C=C/c1ccccc1
  7	x	x	x	x	96	-2	x	x	-3
30: O=S(=O)(Nc1nnc(C(F)(F)F)s1)c1ccc(Cl)cc1
  -7	6	0	32	-2	105	1	-2.3	10	10
31: O=C(O)CCn1c(=O)[nH]c2ccccc2c1=O
  -15	17	1	-8	-6	98	-1	-3.0	15	-1
32: Cc1cccc(N(C(=O)CCC(=O)Nc2ccccn2)C(C(=O)NC(C)C)c2ccc(O)cc2)c1 (configuration not stated)
  8	-3	2	2	1	105	-1	-2.0	11	2
33: COc1ccccc1C(=O)NC(=O)CSc1nncn1C
  -6	11	4	4	2	156	-6	0.1	-1	3
34: O=C(CSc1nc(-c2ccccc2Cl)ns1)NCc1ccco1
  -2	-1	-2	-5	0	x	6	-0.5	3	-2
35: CCCCN(C(=O)CSCC(=O)Nc1ccc(C)cc1)c1c(N)n(CCCC)c(=O)[nH]c1=O
  -4	15	-1	22	-6	108	-2	0.6	-4	3
36: COc1ccc(C(CNC(=O)c2nn(-c3ccccc3)c(=O)c3ccccc23)N2CCOCC2)cc1 (configuration not stated)
  -10	16	3	14	-1	97	-15	0.7	-4	2
37: CC(C)(C)OC(=O)NCc1ccc(CNC(=O)c2[nH]cnc2C(=O)NCC(=O)OCc2ccccc2)cc1
  -4	-28	1	-7	13	103	-14	2.3	-13	-2
38: Nc1nc(-c2ccccc2)cc(-c2ccccc2)n1
  -12	-14	5	2	4	100	-4	-0.5	3	-5
39: O=C(c1cnn(C(=O)COc2ccccc2F)c1)c1cc(F)ccc1O
  -1	-38	4	14	6	98	-10	-4.0	22	-2
40: CCOc1ccc(NC(=O)CSc2nccn2Cc2ccco2)cc1
  -12	5	0	-13	-1	103	8	-2.9	16	2
41: Cc1ccccc1S(=O)(=O)Cc1ccc(C(=O)NC2CCC(C)CC2)o1 (configuration not stated)
  6	3	4	10	-1	104	0	-1.3	7	2
42: CC(C)Oc1ccc(NC(N)=O)cc1
  1	2	-3	9	1	94	0	-0.3	2	2
43: Cc1cc(C)n(CC(O)COc2ccc(F)cc2)n1 (configuration not stated)
  -14	10	3	3	-3	98	-3	0.8	-4	4
44: CC1CCN(CC(O)COc2ccc(F)cc2)CC1 (configuration not stated)
  9	-17	-3	-11	6	110	8	1.3	-6	-1
45: O=C(NCc1ccncc1)c1cccc(S(=O)(=O)Nc2ccc(F)cc2)c1
  -6	2	-2	38	0	100	-3	1.0	-6	0
46: CN(C)C(C)(C)C#CCC(c1ccccc1)c1ccccc1
  -2	-34	-2	-9	-4	126	-1	2.3	-13	-1
47: Cc1ccc(NC(=O)CSc2nnc(CNC(=O)c3ccco3)o2)cc1
  -9	-17	1	-8	3	86	-4	2.1	-14	1
48: CSc1nnc(CNS(=O)(=O)c2ccc(Cl)cc2)n1C
  -6	-2	2	20	1	92	-7	0.7	-5	0
49: CCOc1cc(/C=C/c2nc3ccccc3c(=O)[nH]2)ccc1O
  8	8	-3	-7	-2	98	-5	-1.3	6	2
50: CCON1C(=O)C2(CCCCC2)C(=O)C12C=CCCC2 (configuration not stated)
  -8	-3	2	0	1	95	-6	-0.2	1	-3
51: CN(CCOc1ccc(-c2ccn(S(=O)(=O)c3ccc(Cl)cc3)n2)cc1)c1ccccn1
  2	7	10*	3	0	103	3	0.8	-5	-9
52: COC(=O)Cc1c(C)c2ccc(OCC(C)=O)c(C)c2oc1=O
  -1	10	0	-1	3	94	-3	-2.7	12	0
53: CCC1CCc2c(sc(NC(=O)C3c4ccccc4Oc4ccccc43)c2C(N)=O)C1 (configuration not stated)
  -10	-12	-2	-4	1	96	-9	0.5	-3	1
54: Cc1ccc(OCC(=O)Nc2ccc(S(=O)(=O)N3CCOCC3)cc2)c([N+](=O)[O-])n1
  -2	-1	0	1	0	103	-3	-0.2	1	0
55: CC(Sc1nnc(Cc2cccs2)n1C1CC1)C(=O)NC1CCS(=O)(=O)C1 (configuration not stated)
  -8	-23	-2	13	0	106	4	0.1	0	-1
56: Cc1c(C(=O)N2CCCc3ccccc32)oc2ccc(S(=O)(=O)N3CCOCC3)cc12
  -7	-11	-8	25	-1	98	-11	0.2	-1	-3
57: Cc1ccc(S(=O)(=O)N2CCN(Cc3csc(C)n3)CC2)cc1
  1	2	-2	23	3	x	-1	1.1	-6	2
58: CCNc1nc(CC)nc2c1oc1ccccc12
  -11	-12	4	-4	-4	94	-4	-1.1	6	1
59: CN(C)Cc1c(C#N)c2ccccc2n1C
  0	-6	-2	27	2	99	0	0.9	-5	-1
60: C=C(CN(C)C)C(=O)c1ccc(OC2OC(COC(C)=O)C(OC(C)=O)C(OC(C)=O)C2OC(C)=O)cc1 (configuration not stated)
  -1	-5	0	31	1	88	-4	-3.6	16	1

Arranged by number of heavy atoms (high to low): some entries from above.
Values run as follows: PKA-R1A act	HTR5A inv ag	V-ATPase pHluor	Arrestin-AP2 inh	HTR5A ag ctr	Pemphigus Ab inh	PKA-R2B act	MOR-DOR ag	OPRM1-OPRD1 inv	DAGLB inhibitor
52: COC(=O)Cc1c(C)c2ccc(OCC(C)=O)c(C)c2oc1=O
  -1	10	0	-1	3	94	-3	-2.7	12	0
48: CSc1nnc(CNS(=O)(=O)c2ccc(Cl)cc2)n1C
  -6	-2	2	20	1	92	-7	0.7	-5	0
59: CN(C)Cc1c(C#N)c2ccccc2n1C
  0	-6	-2	27	2	99	0	0.9	-5	-1

(more compounds)
Values run as follows: PKA-R1A act	HTR5A inv ag	V-ATPase pHluor	Arrestin-AP2 inh	HTR5A ag ctr	Pemphigus Ab inh	PKA-R2B act	MOR-DOR ag	OPRM1-OPRD1 inv	DAGLB inhibitor
61: CC(C)CCNC(=O)c1cc(-c2ccco2)nc2ccccc12
  -3	-2	-3	24	-5	108	9	-2.0	11	-4
62: FC(F)(F)c1ccc(Cl)c(-n2c(-c3cc(C4CC4)[nH]n3)n[nH]c2=S)c1
  10	-9	3	-20	3	x	-2	0.0	0	-1
63: O=c1oc2cc(O)ccc2c2oc3cc(O)ccc3c12
  0	-16	-2	1	0	100	-4	-0.7	4	3
64: COc1ccc(OC)c(C(=O)NC(CC(N)=O)c2ccc(NC(C)C)c([N+](=O)[O-])c2)c1 (configuration not stated)
  1	-28	-1	6	0	101	4	-2.6	14	8
65: CCOC(=O)C1CCN(C(=O)C(CC)c2ccccc2)CC1 (configuration not stated)
  9	-2	-5	-7	3	103	4	-1.0	7	0
